Compound activity from PubChem BioAssay.
PV pol inh: poliovirus RdRp elongation inhibitors, primary screen, biochemical, fluorescence polarization, total intensity; % elongation, % (compound at 16.7 µg/mL); actives 0.66% (n = 150,000); poliovirus polymerase elongation; active compounds read low; in the data active = % elongation below about 90%; note: some results filed as inactive read as strong as hits
Target sequence (P03300 1749-2209 limits assumed): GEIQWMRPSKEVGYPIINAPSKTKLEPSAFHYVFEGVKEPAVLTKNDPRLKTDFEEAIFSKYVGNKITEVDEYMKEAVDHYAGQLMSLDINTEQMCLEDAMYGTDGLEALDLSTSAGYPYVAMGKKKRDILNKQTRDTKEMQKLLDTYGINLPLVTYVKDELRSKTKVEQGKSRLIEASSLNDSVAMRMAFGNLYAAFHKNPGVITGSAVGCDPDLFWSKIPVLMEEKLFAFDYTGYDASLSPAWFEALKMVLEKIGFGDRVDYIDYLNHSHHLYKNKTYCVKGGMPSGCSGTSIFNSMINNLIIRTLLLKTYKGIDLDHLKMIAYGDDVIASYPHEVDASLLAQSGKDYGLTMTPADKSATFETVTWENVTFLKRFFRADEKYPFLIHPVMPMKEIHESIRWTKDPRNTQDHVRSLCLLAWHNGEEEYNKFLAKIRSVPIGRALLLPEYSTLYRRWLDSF
PV pol inh FP z-score: also measured in PV pol inh; calls as there; z-score; measured here: FP z-score; hits read low
* marks the source's active call; other numbers are inactive results; & = joins results of further samples. This is a subset; rates above refer to the full screens.

Fields: PV pol inh FP z-score, PV pol inh
O=C(OCc1ccccc1)C1=NNC2C(=O)N(Cc3ccccc3)C(=O)C12 (stereo not given)
→ 0, 100
COCc1nc2ccccc2n1Cc1cccc(C)c1
→ -0.1, 106
O=C(O)c1c2c(nc3ccc(Br)cc13)CCCC2
→ 0.9, 106
CCN1CCCC1Cn1c(=S)[nH]c2ccccc2c1=O (stereo not given)
→ 1.2, 103
O=c1c(=NNc2ccc(S(=O)(=O)N3CCOCC3)cc2)c(=O)c2ccccc12
→ 0.4, 108
O=C(O)CCCn1ccc2cc(S(=O)(=O)N3CCCC3)ccc21
→ -0.3, 101
Fc1ccc(NC2=NCCN2)cc1
→ -0.5, 99
COc1ccc(C(=O)c2oc3ccccc3c2NC(=O)COc2ccc(C)cc2)cc1
→ -0.1, 102
O=C(CC1NCCNC1=O)NCCc1ccccc1 (stereo not given)
→ 1.2, 104
CCCOc1ccc(C(=O)NCC(C)(C)N2CCOCC2)cc1
→ -0.6, 98
Cc1csc2nc(CN(C)Cc3ccccc3)cc(=O)n12
→ 0.9, 103
CCOc1ccc(NC(=O)Nc2cc3c(cc2N2CCCCC2)n(C)c(=O)n3C)cc1
→ -0.8, 109
COc1ccc2cc(CCC(C)=O)ccc2c1
→ 0.1&0.1, 101&100
CN(C)c1ccc(NC(=O)CC(NCc2cccnc2)C(=O)O)cc1 (stereo not given)
→ -0.6, 103
COc1ccc(C(=O)NC(CC(C)C)C(=O)O)cc1 (stereo not given)
→ 1.1, 113

Next section:
Fields: PV pol inh FP z-score, PV pol inh
CC(C)(C)C(=O)NCCc1c[nH]c2ccccc12
→ -0.3, 99
O=C(NCC(=O)N1CCN(c2ccccc2)CC1)c1cccs1
→ -0.1, 102
COc1ccc(OC)c(-n2c(=S)[nH]c3cc(C(=O)Nc4ccc(C)c(Cl)c4)ccc3c2=O)c1
→ 0.1, 102
C=CCn1c(-c2ccc(OC)cc2)csc1=Nc1ccc(Br)cc1
→ 0, 102
O=C(/C=C/c1ccccc1)Nc1ccc(-c2nnc(-c3ccco3)o2)cc1
→ -0.4, 98
O=S1(=O)CC(Sc2ccc(Cl)cc2)c2ccccc21 (stereo not given)
→ 0, 104
O=C1C=C(Nc2ccccc2)C(=O)N1Cc1ccccc1
→ -0.1, 101
Cc1ccc(S(=O)(=O)N2CCN(C(=O)CSc3nccn3C)CC2)cc1
→ -0.3, 99
C=CCOc1nc(N2CCCCC2)nc(N2CCCCC2)n1
→ 0.6, 103
O=C(COCc1cc(-c2ccc3c(c2)OCO3)on1)N1CCN(c2cccc(C(F)(F)F)c2)CC1
→ -1.1, 103
CN1CCN(CCNC(=O)Cn2cccc2C(=O)c2ccccc2)CC1
→ -0.3, 102
Cc1cc(C)cc(N=Cc2ccc(C#N)cc2)c1
→ 0.1, 103
O=C(O)C(=O)/C=C(\O)c1ccc(Cl)cc1
→ -0.8, 99
COC(=O)CN1c2ccccc2S(=O)(=O)c2ccccc21
→ -0.4, 99
COc1ccc([S+]2CCCCC2)cc1
→ 0.1, 105

(further entries)
Fields: PV pol inh FP z-score, PV pol inh
Cc1c(C)c(C)c(C(=O)CCc2cccc(NC(=O)C3CCC3)c2)c(C)c1C
→ 0.7, 108
CC1=C(NC(=S)NC(=O)c2ccccc2)NCc2ccccc21
→ 0, 104
CCn1cnc2c(=O)oc3ccc(S(=O)(=O)Nc4ccc(OC)cc4)cc3c21
→ 0.4, 106
Cc1ccc(Cn2ccc(NC(=O)c3noc4c3CCc3ccccc3-4)n2)cc1
→ 1.4, 104
COc1cccc(C(=O)Nc2ccc(C(=O)OCc3cc(=O)n4nc(C5CC5)sc4n3)cc2)c1
→ 0.6, 109
NC(=O)c1c(O)sc2c1CCCC2
→ 1, 111
O=C(CBr)Nc1cccc(C(F)(F)F)c1
→ 0.4, 103
O=C(N/C=C/c1ccsc1)Nc1ccccc1C(F)(F)F
→ -0.5, 100
CCOC(=O)N1CCC(NC(=O)C2c3ccccc3C(=O)N(C)C2c2cn(C)c3ccccc23)CC1 (stereo not given)
→ 0, 100
CCOc1ccc2cc(C3CC(c4ccco4)=NN3S(=O)(=O)c3ccccc3)c(Cl)nc2c1 (stereo not given)
→ 0.5, 104
Cc1ccc2onc(CC(=O)NCCN3CCN(C)CC3)c2c1
→ 1.4, 106
Cc1ccc(S(=O)(=O)C(CNC(=O)COc2ccccc2)c2cccs2)cc1 (stereo not given)
→ -3.6, 90
NS(=O)(=O)c1ccc(NC(=O)CN2CCCC2)cc1
→ 0.3, 103
Cc1nc2ccc(NC(=O)C(C)(C)C(=O)Nc3ccc4nc(C)c(C)nc4c3)cc2nc1C
→ 0.1, 102
Cc1ccc(NS(=O)(=O)c2cccc(C(=O)Nc3ccccc3)c2)cc1
→ -0.1, 101

Continued.
Fields: PV pol inh FP z-score, PV pol inh
COc1ccccc1NC(=O)NNc1c(C)cc(C)cc1C
→ 0.4, 106
COc1ccc(-c2oc3ncn4nc(-c5ccccc5C)nc4c3c2-c2ccc(OC)cc2)cc1
→ 0.4, 106
Cn1c(=O)c2[nH]c(-c3ccc(OCC(=O)NCc4ccccc4)cc3)nc2n(C)c1=O
→ -0.3, 100
Nn1c(SCCCSc2nnc(C(F)(F)F)n2N)nnc1C(F)(F)F
→ 0, 103
CCCCC(=O)Nc1cc(-c2nc3cc(C(C)C)ccc3o2)ccc1OC
→ 0.4, 102
CCCCc1ccc(NC(=O)Nc2cc(C(C)(C)C)nn2C)cc1
→ 0.3, 103
O=C(Nc1nnc(S(=O)(=O)N2CCCCC2)s1)c1ccc(Cl)cc1
→ -1.2, 103
COC(=O)c1ccccc1NC(=O)c1nn(-c2ccc(OC)cc2)c(=O)c2c1c1ccccc1n2C
→ 0.4, 109
CC(C)(C)c1ccc(OCCCC(=O)O)cc1
→ -2.4, 96
COc1ccc(N(Cc2cccs2)C(=O)COc2ccc([N+](=O)[O-])cc2)cc1
→ 0.4, 112
Cc1ccc(N/N=C(/C#N)C(=N)N2CCCCCC2)cc1
→ 1.1, 103
Cc1ccccc1C(C#N)C(CC#N)c1ccccc1 (stereo not given)
→ -0.4, 99
Cc1cn2c(=O)cc(COc3ccc(NC(=O)c4cccc(F)c4)cc3)nc2s1
→ -0.5, 103
S=C(NC1CCCC1)N1CCN(C/C=C/c2ccccc2)CC1
→ 0.3, 101
COc1ccc(Cl)c2sc(N3CCN(C(=O)CS(=O)(=O)c4ccc(F)cc4)CC3)nc12
→ 0.1, 102

More results:
Fields: PV pol inh FP z-score, PV pol inh
Cc1oc(-c2cccc(Br)c2)nc1Cn1c(=O)cc(-c2ccccc2)c2c(C)nn(C)c21
→ 0.2, 107
Cc1ccc(/C=C/C(=O)NC2CCCc3ccccc32)o1 (stereo not given)
→ 0.6, 108
CCC(C)C1N=C2c3ccccc3N=C(SCc3cc(=O)n4ccccc4n3)N2C1=O (stereo not given)
→ -0.6, 99
CCOc1ccccc1NC(=O)CN1C(=O)COc2ccc(S(=O)(=O)N3CCCCC3)cc21
→ -0.3, 112
COc1ccc(NC2(C(N)=O)CCCCC2)cc1
→ -0.2, 102
Cc1cccc(C(=O)Nc2cc3c(cc2C)n(C)c(=O)n3C)c1
→ 0.1, 106
COC(=O)c1ccc(CSc2nnc3n(N)cnn23)cc1
→ 0, 102
Cc1ccc(-c2ccc(=O)n(CCC(=O)NCCc3ccccc3)n2)cc1
→ 1.6, 117
CC(C)OC(=O)c1ccc(NC(=O)CSc2nc3ncccc3[nH]2)cc1
→ 0.3, 103
NC(=O)c1sc(-c2ccsc2)cc1NC(=O)c1cccs1
→ -0.2, 102
O=C(NCCN1CCOCC1)c1cccc(Cl)c1
→ 0, 103
Cc1cc(=O)c2cc(C(=O)Nc3ccccc3)ccc2[nH]1
→ -0.3, 105
Cc1cc(Nc2cccc(C)c2C)n2cnnc2n1
→ 1.2, 113
C/C(=N\N(C)C)c1cc(Cl)cc(Cl)c1O
→ 0.9, 111
COc1ccc2c(C)cc(SCC(=O)Nc3nsc(-c4ccccc4C)n3)nc2c1
→ -0.4, 102

A few values from above.
PV pol inh, COc1ccc(NC2(C(N)=O)CCCCC2)cc1 is entered as 102
PV pol inh, COc1ccc2c(C)cc(SCC(=O)Nc3nsc(-c4ccccc4C)n3)nc2c1 is entered as 102

An excerpt from above in order of number of heavy atoms, high to low:
Fields: PV pol inh FP z-score, PV pol inh
CCOC(=O)N1CCC(NC(=O)C2c3ccccc3C(=O)N(C)C2c2cn(C)c3ccccc23)CC1 (stereo not given)
→ 0, 100
O=C(COCc1cc(-c2ccc3c(c2)OCO3)on1)N1CCN(c2cccc(C(F)(F)F)c2)CC1
→ -1.1, 103
COc1cccc(C(=O)Nc2ccc(C(=O)OCc3cc(=O)n4nc(C5CC5)sc4n3)cc2)c1
→ 0.6, 109
COc1ccc(OC)c(-n2c(=S)[nH]c3cc(C(=O)Nc4ccc(C)c(Cl)c4)ccc3c2=O)c1
→ 0.1, 102
Cc1oc(-c2cccc(Br)c2)nc1Cn1c(=O)cc(-c2ccccc2)c2c(C)nn(C)c21
→ 0.2, 107
CCOc1ccc(NC(=O)Nc2cc3c(cc2N2CCCCC2)n(C)c(=O)n3C)cc1
→ -0.8, 109
COc1ccc2c(C)cc(SCC(=O)Nc3nsc(-c4ccccc4C)n3)nc2c1
→ -0.4, 102
Cc1cn2c(=O)cc(COc3ccc(NC(=O)c4cccc(F)c4)cc3)nc2s1
→ -0.5, 103
Cc1c(C)c(C)c(C(=O)CCc2cccc(NC(=O)C3CCC3)c2)c(C)c1C
→ 0.7, 108
O=C(OCc1ccccc1)C1=NNC2C(=O)N(Cc3ccccc3)C(=O)C12 (stereo not given)
→ 0, 100
Cc1ccc(S(=O)(=O)N2CCN(C(=O)CSc3nccn3C)CC2)cc1
→ -0.3, 99
CN(C)c1ccc(NC(=O)CC(NCc2cccnc2)C(=O)O)cc1 (stereo not given)
→ -0.6, 103
C=CCn1c(-c2ccc(OC)cc2)csc1=Nc1ccc(Br)cc1
→ 0, 102
Cc1cccc(C(=O)Nc2cc3c(cc2C)n(C)c(=O)n3C)c1
→ 0.1, 106
COc1ccccc1NC(=O)NNc1c(C)cc(C)cc1C
→ 0.4, 106
COC(=O)c1ccc(CSc2nnc3n(N)cnn23)cc1
→ 0, 102
Cc1ccccc1C(C#N)C(CC#N)c1ccccc1 (stereo not given)
→ -0.4, 99
O=C(CC1NCCNC1=O)NCCc1ccccc1 (stereo not given)
→ 1.2, 104
COc1ccc(NC2(C(N)=O)CCCCC2)cc1
→ -0.2, 102
COc1ccc2cc(CCC(C)=O)ccc2c1
→ 0.1&0.1, 101&100
O=C(CBr)Nc1cccc(C(F)(F)F)c1
→ 0.4, 103
COc1ccc([S+]2CCCCC2)cc1
→ 0.1, 105
NC(=O)c1c(O)sc2c1CCCC2
→ 1, 111

(more compounds)
Fields: PV pol inh FP z-score, PV pol inh
CC12CC3CC(C)(C1)CC(NCc1ccccn1)(C3)C2
→ 0.8, 104
Cn1ccnc1C(O)c1cccs1 (stereo not given)
→ 0.4, 106
COC(=O)c1ccc(NC(=O)C2CCN(S(=O)(=O)c3ccc4c(c3)CCCN4C(C)=O)CC2)cc1
→ -1.6, 101
O=S(=O)(Nc1nc2ccccc2nc1Nc1ccccc1F)c1ccc(Cl)cc1
→ 0, 101
CCOC(=O)c1c(C)[nH]c(NC(=O)NCc2cccnc2)c1C
→ 1.7, 107
N#CC(C(=O)CCN1C(=O)c2ccccc2C1=O)c1nc2ccccc2[nH]1 (stereo not given)
→ 0.3, 105
Cc1cccc(-c2n[nH]c(=S)n2C2CCCCC2)c1
→ -0.1, 100
NNS(=O)(=O)c1ccc(Cl)cc1
→ -0.4, 102
C/C(=N\OCc1ccccc1C#N)c1cc2ccccc2o1
→ 0.2, 105
CCOC(=O)c1sc(N)c(C#N)c1COC(=O)CNC(=O)c1ccccc1
→ -6.9, 46
C=CCn1c(SCC(=O)Nc2ccc3c(c2)OCO3)nc2ccccc2c1=O
→ -0.2, 98
CC(=O)c1cc(-c2ccc(F)cc2)n(CCC(=O)Nc2nc3ccc(C)cc3s2)c1C
→ 0.6, 108
CCc1ccc(C2=NN(CCC(=O)NC(C)CC)C(=O)CC2)cc1 (stereo not given)
→ 0.9, 103
Cc1sc2ncnc(N)c2c1C
→ -5.8*, 67*
N#C/C(=C/c1cn(-c2ccccc2)nc1-c1cc2ccccc2oc1=O)C(N)=O
→ -0.3, 99

Remaining list, next part:
Fields: PV pol inh FP z-score, PV pol inh
Nn1cnc2ccccc21
→ 0.3, 104
O=C(NCc1ccc(Cl)cc1)C1CCN(S(=O)(=O)c2ccc3c(c2)CCCN3C(=O)C2CCC2)CC1
→ 1.9, 115
COc1ccc(C(=O)NCCSc2c[nH]c3ccccc23)cc1OC
→ 0.5, 107
CN(Cc1nc2ccccc2n1C)C(=O)c1cccs1
→ 0.1, 102
CCCCNc1nc(Oc2ccc(OCC(N)=O)nn2)nc(N2CCOCC2)n1
→ 0.2, 109
CC(=O)N(C1=C(O)c2ccccc2C(=O)C1=O)C1CCCCC1
→ -0.9, 98
COc1ccccc1-c1ccc(=O)n(CC#N)n1
→ -0.1, 98
COC(=O)c1c(-c2ccccc2)c(-c2ccccc2)nn(C)c1=O
→ 0.6, 108
Cc1nc(NCCc2ccccc2)c2c3c(sc2n1)CCCC3
→ -0.2, 101
COc1ccc(NC(=O)c2ccc3c(c2)N(Cc2cccc(Cl)c2)C(=O)c2ccccc2S3(=O)=O)cc1Cl
→ -0.3, 104
CCCN(CCC)C(=O)C1CCCN(S(=O)(=O)c2ccc3c(c2)oc(=O)n3C)C1 (stereo not given)
→ 0.7, 110
CCCN(CCC)c1cc(C)nc2nc(-c3ccc(Cl)cc3)nn12
→ 1.2, 111
Cc1ccc(NC(=S)C(C#N)C(N)=O)cc1Cl (stereo not given)
→ -0.3, 102

A portion from further up, for reference:
Fields: PV pol inh FP z-score, PV pol inh
COc1ccc2c(C)cc(SCC(=O)Nc3nsc(-c4ccccc4C)n3)nc2c1
→ -0.4, 102
CC12CC3CC(C)(C1)CC(NCc1ccccn1)(C3)C2
→ 0.8, 104
